Source: PubChem (National Center for Advancing Translational Sciences (NCATS))
ELG1 DNA repair: qHTS screen for small molecules that inhibit ELG1-dependent DNA repair in human embryonic kidney (HEK293T) cells expressing luciferase-tagged ELG1; HEK293T ELG1-luciferase reporter, luminescence, 16 h; DNA damage induced by 5-fluorouridine; Potency, µM (series often up to 46.1 µM), for inactives: at the top dose activity change, negative = inhibition, hits mostly inhibitors; 330,000 tested, 2.3% active; AID 504467, 2011; also: potency is read from the fitted curve at half-maximal effect; % is scaled to controls: 0 for no effect and ±100 for the full control effect; nearly all actives have a fitted effect of over 55% in size
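HEK293T cells expressing luciferase-tagged ELG1 (2,000/well) received 5-Fluorouridine plus compound or DMSO for 16 hr at 37 °C. Luciferase was read by ONE-Glo luminescence after 30 min at room temperature.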
S-ASM inh: Inhibitors of Secretory Acid Sphingomyelinase (S-ASM): qHTS. Sphingomyelin phosphodiesterase (Homo sapiens), P17405. Potency, µM (top dose mostly 57.5 µM), without a hit: at the highest dose activity change, negative = inhibition, hits mostly inhibitors. placental ASM, HMU-PC fluorogenic substrate, 60 min. 340,000 tested, 0.006% active; also: potency is read from the fitted curve at half-maximal effect
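Fluorescence read-out (Ex 386 nm, Em 447 nm) after stopping the reaction at pH 10. Enzyme: ASM from human placenta; substrate HMU-PC0, 9 uM final; 60 min, 37 °C. Compound preincubation 10 min, ambient temperature.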
Mito fusion yeast: qHTS Assay for Small Molecule Inhibitors of Mitochondrial Division or Activators of Mitochondrial Fusion; S. cerevisiae fusion-defective mutant growth rescue, CellTiterGlo 48 h; Potency, µM (top dose mostly 46.1 µM), inactives show at the top dose growth rescue (activation), most hits filed as activators; 320,000 tested, 0.23% active;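 also: potency is read from the fitted curve at half-maximal effect; % of control where 0% means no effect; nearly all actives have a fitted effect of over 45% in size; temperature-sensitive fusion mutants such as fzo1-1 at 37 °C on non-fermentable ethanol glycerol medium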
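S. cerevisiae fusion-defective temperature-sensitive mutants (e.g. fzo1-1, mgm1-5) grown 48 h at 37C in YPEG (ethanol/glycerol non-fermentable) medium with 23 nl compound per well; growth rescue read as CellTiterGlo luminescence.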
BCR signal inh: qHTS Assay to Find Inhibitors of Chronic Active B-Cell Receptor Signaling | ABC-DLBCL IkBa-CBG/CBR reporter, luminescence ratio, 4 h | Potency, µM (series often up to 46.1 µM), for the others: top-dose ratio change, negative = lower green/red ratio, actives largely listed as inhibitors | 340,000 tested, 0.05% active | AID 493014, 2011; active = well fitted inhibition curve with a large enough effect in the signal ratio, with a control signal flat, not every such curve was filed as active; inconclusive = small, poorly fitted or top-dose-only effect, or effect the other way, or a change in a side signal; the % refers to the signal ratio;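 also: potency is read from the fitted curve at half-maximal effect; plate controls were basal doxycycline-induced cells for no effect and cells given 10 µM MG132 for full effect; MG132 reads +100%, hits lower the ratio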
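TMD8 ABC-DLBCL cells carrying doxycycline-inducible green luciferase fused to IkappaBalpha plus unfused red luciferase were exposed to compounds (up to 46 uM) for 4 hrs at 37C. Activity came from the overlap-corrected green/red luminescence ratio.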
a7 integrin act: qHTS for Activators of Integrin-Mediated Alleviation for Muscular Dystrophy; alpha7betagal myoblasts, beta-gal FDG fluorescence, 48 h; Potency, µM (titrated, usually from 38.3 µM), inactives show top-dose activation, hits mostly activators; 350,000 tested, 0.064% active; AID 624291, 2012;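 also: potency is read from the fitted curve at half-maximal effect; 100% = response of the positive control SU9516; nearly all actives have a fitted effect of over 60% in size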
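alpha7betagal+/- myoblasts (passage 13, 250/well) treated 48 h at 37C with compounds at 1:260 dilution of DMSO stock. Lysed, then beta-galactosidase activity read as FDG fluorescence (ex 480/em 540) after 30 min, with pre-read for autofluorescence.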
TSHR antagonist: Antagonists of the Thyroid Stimulating Hormone Receptor: HTS campaign. AID 504810, 2011. TSHR-expressing cells, TSH-stimulated cAMP HTRF, 2 h; active compounds read low. 330,000 tested, 0.2% active. activity change, negative = inhibition, % at 11.5 µM. Thyrotropin receptor (Homo sapiens), P16473;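 active = activity change below a set negative limit, meaning inhibition stronger than a set level, cut at about -70% in these data; inconclusive = activity change between two set negative limits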; also: % is scaled to controls: 0 for no effect and ±100 for the full control effect
Target sequence (P16473 whole entry, looked up): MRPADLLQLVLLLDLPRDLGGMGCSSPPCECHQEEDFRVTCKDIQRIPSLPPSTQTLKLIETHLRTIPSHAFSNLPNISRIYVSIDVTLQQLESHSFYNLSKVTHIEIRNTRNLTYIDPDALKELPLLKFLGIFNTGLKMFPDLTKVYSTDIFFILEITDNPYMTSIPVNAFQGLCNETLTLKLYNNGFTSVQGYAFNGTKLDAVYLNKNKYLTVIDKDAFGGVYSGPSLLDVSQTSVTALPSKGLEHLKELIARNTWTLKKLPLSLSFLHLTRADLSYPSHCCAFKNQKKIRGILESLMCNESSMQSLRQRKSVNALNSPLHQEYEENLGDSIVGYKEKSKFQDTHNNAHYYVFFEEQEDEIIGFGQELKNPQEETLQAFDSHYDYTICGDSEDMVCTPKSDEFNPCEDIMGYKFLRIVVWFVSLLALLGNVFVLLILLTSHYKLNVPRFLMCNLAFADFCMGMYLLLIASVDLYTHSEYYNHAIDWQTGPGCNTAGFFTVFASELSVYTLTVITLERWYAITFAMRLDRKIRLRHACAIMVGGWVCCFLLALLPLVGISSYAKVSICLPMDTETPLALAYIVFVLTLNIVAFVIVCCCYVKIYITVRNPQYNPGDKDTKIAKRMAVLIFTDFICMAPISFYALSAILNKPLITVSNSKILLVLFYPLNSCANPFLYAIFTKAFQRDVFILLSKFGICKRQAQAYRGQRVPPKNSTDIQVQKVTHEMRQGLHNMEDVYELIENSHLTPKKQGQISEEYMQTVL
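Cell-based HTRF cAMP assay; TSHR cells + compound, TSH EC80 (4nM final), 2 h, 37 deg C. Lysis with anti-cAMP cryptate and cAMP-d2, 30 min RT, read 665/620 nm.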
AT treatment: qHTS Assay for Identifying a Potential Treatment of Ataxia-Telangiectasia; […] A-T fibroblasts, KAP-1 phosphorylation AlphaLISA; neocarzinostatin DNA damage 30 min before lysis; Potency, µM (top dose mostly 57.5 µM), inactives show at the highest dose activation, hits mostly activators; 320,000 tested, 0.19% active; AID 485349, 2010; also: potency is read from the fitted curve at half-maximal effect; % of control where 0% means no effect; nearly all actives have a fitted effect of over 45% in size
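ATM-like activity read as KAP-1 phosphorylation via AlphaLISA donor/acceptor antibody pairs after lysis and 6 hr at 25C. Cells were ATM-null patient fibroblasts ([…], hTERT), dosed 60 min, then exposed to the DSB inducer NCS for 30 min.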
Tb PFK block: qHTS Assay to Find Inhibitors of T. brucei phosphofructokinase. T. brucei PFK, ADP-Glo luminescence. Potency, µM (titrated, usually from 57.5 µM), for the others: at the top dose activity, negative = inhibition, most hits filed as inhibitors. ATP-dependent 6-phosphofructokinase (Trypanosoma brucei brucei), O15648. 330,000 tested, 0.17% active;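 also: potency is read from the fitted curve at half-maximal effect; 0% = uninhibited 1x PFK enzyme wells and -100% = no-enzyme wells; nearly all actives have a fitted effect of over 60% in size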
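1.25 nM PFK with 0.5 mM F6P and 0.1 mM ATP in 0.1 M TEA pH 8.0, 5 mM MgCl2, incubated 45 min at room temperature; ADP measured by ADP-Glo luminescence; compounds titrated up to 57 uM.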
Eya2 inh: qHTS Assay for Inhibitors of the Phosphatase Activity of Eya2 | recombinant Eya2, OMFP fluorescence dephosphorylation (OMFP is methylfluorescein phosphate) | Potency, µM (series often up to 76.9 µM), for inactives: at the top dose activity, negative = inhibition, hits mostly inhibitors | 330,000 tested, 0.006% active | AID 488837, 2010; also: potency is read from the fitted curve at half-maximal effect; % is scaled to controls: 0 for no effect and ±100 for the full control effect
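Eya2 protein (added as 0.2 uM solution) was preincubated with compound for 10 min at ambient temperature in 50 mM HEPES pH 7.5, 50 mM NaCl, 5 uM MgCl2, 0.05% BSA, 1 mM DTT. OMFP (added at 50 uM) then reacted 10 min; fluorescence read at 485/525 nm.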
TCR act: Activators of T cell receptors: qHTS campaign | 330,000 tested, under 10 active | AID 504894, 2011 | primary human leukocytes, anti-CD3, IL-2 HTRF, 48 h | Potency, µM (doses to about 9.22 µM), without a hit: at the highest dose activation of IL-2 secretion, usual class: activators; also: % of control where 0% means no effect
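IL-2 produced over 48 hr by a-CD3 bead-stimulated primary human leukocytes exposed to compounds was detected with a homogeneous time-resolved FRET immunoassay, 665nm acceptor signal after 320nm excitation.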
PTAP TSG101 blk: qHTS Assay for Iinhibitors of HIV-1 Budding by Blocking the Interaction of PTAP/TSG101 | Tumor susceptibility gene 101 protein (Homo sapiens), Q99816 | 340,000 tested, under 10 active | Potency, µM (highest dose often 115 µM), for the others: at the top dose activity change, negative = inhibition, most hits filed as inhibitors | Fluorescence polarization, FITC-PTAP peptide / Tsg101 binding; active = well fitted inhibition curve with a large enough effect in the main read-out, with a control signal flat, not every such curve was filed as active; inconclusive = small, poorly fitted or top-dose-only effect, or effect the other way, or a change in a side signal; inactive = no such curve, though single readings can be large or run the other way; also: potency is read from the fitted curve at half-maximal effect; % of control where 0% means no effect
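Fluorescence polarization binding of Tsg101 binding domain (10 uM final) to FITC-labeled PTAP peptide (50 nM final) in HEPES pH 7.5 buffer with NaCl, Tween 20, EDTA, TCEP. Compounds added before peptide; binding 20 min at RT.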
An asterisk follows results filed as active; ? = inconclusive; nt = not tested or not shown; [ ] = dose if it differs, or a comment. Unless noted, calls follow the shape of the dose curve; as a rule, active = well fitted curve in the direction sought with a large enough effect; inconclusive = small, poorly fitted or top-dose-only effect, or another doubt; inactive = no such curve, though single readings can be large; an effect the other way counts as inactive or inconclusive.

(1) O=C1CC(NS(=O)(=O)c2cccs2)CN1c1cccc(F)c1 (centres undefined)
(2) Cc1ccc(C(=O)Nc2scc(-c3ccccc3)c2C(=O)O)o1
(3) O=C(Nc1cc(S(=O)(=O)N2CCOCC2)ccc1N1CCCC1)c1cc(F)c(F)cc1Cl
(4) O=C(O)c1cccc(NC(=O)c2ccc(CN3C(=O)c4ccccc4C3=O)cc2)c1
(5) Cc1cc(NC(=O)CN2CCOCC2)n(-c2ccccc2)n1
(6) O=C(CCc1ccc(S(=O)(=O)NCc2ccccc2)cc1)N1CCN(Cc2ccc3c(c2)OCO3)CC1
(7) CCc1ccc(NC(=O)C(C)OC(=O)CC(NC(C)=O)c2ccccc2)cc1 (centres undefined)
(8) CC(=O)c1ccc(-n2c(-c3cc(-c4ccco4)[nH]n3)n[nH]c2=S)cc1
Assay by compound,1,2,3,4,5,6,7,8
PTAP TSG101 blk,-3%,-2%,-3%,-2%,-3%,-7%,-1%,-3%
AT treatment,3%,-2%,-1%,-14%,1%,5%,3%,-4%
Eya2 inh,-10%,8%,21%,-2%,2%,-4%,10%,11%
TSHR antagonist,2,-12,8,-12,8,4,7,-2
TCR act,-3%,3%,0%,4%,4%,6%,4%,-1%
a7 integrin act,6%,10%,-6%,?,8%,4%,0%,30%
Tb PFK block,-7%,0%,0%,-3%,?,2%,-3%,-14%
Mito fusion yeast,2%,0%,6%,-2%,-3%,0%,8%,4%
BCR signal inh,5%,?,6%,1%,8%,0%,2%,-1%
ELG1 DNA repair,14%,?,8%,10%,3%,?,10%,-8%
S-ASM inh,1%,5%,-3%,0%,6%,-2%,5%,-3%

(9) Cc1ccc(NC(=O)c2ccc(OCc3c(C)noc3C)cc2)c(C)c1
(10) COC(=O)c1ccc(NC(=O)C(C)N2C(=O)c3ccccc3C2=O)cc1 (centres undefined)
(11) O=C(NNC(=O)c1cccs1)c1ccc2ccccc2c1
(12) O=C(O)c1cc(S(=O)(=O)N2CCOCC2)ccc1N1CCCCC1
(13) CCN1CCc2c(sc(NC(=O)c3ccc(S(=O)(=O)N4CCOCC4)cc3)c2C(N)=O)C1
(14) CCOC(=O)c1ccc(OS(=O)(=O)c2ccccc2)c(OC)c1
(15) CN(C)S(=O)(=O)n1cc(/C=C(\NC(=O)c2ccccc2)C(=O)N2CCOCC2)c2ccccc21
(16) COc1cccc2cc(C(C)N(CCCN3CCOCC3)C(=S)Nc3cccc(C)c3)oc12 (centres undefined)
Assay by compound,9,10,11,12,13,14,15,16
PTAP TSG101 blk,0%,-3%,-2%,0%,1%,1%,-6%,-2%
AT treatment,-2%,2%,2%,5%,24%,8%,1%,0%
Eya2 inh,13%,-37%,15%,14%,-2%,-3%,-8%,-4%
TSHR antagonist,-7,1,-6,-1,1,-20,-2,1
TCR act,-4%,-2%,4%,0%,2%,-6%[46.1 µM],9%,-3%
a7 integrin act,6%,18%,1%,12%,-5%,-3%,-13%,6%
Tb PFK block,12%,-2%,22%,2%,-10%,-7%,3%,-3%
Mito fusion yeast,19%,-8%,1%,10%,1%,1%,6%,-2%
BCR signal inh,-9%,6%,?,8%,8%,?,-3%,-16%
ELG1 DNA repair,-14%,?,?,-1%,-2%,?,-2%,5%
S-ASM inh,-1%,1%,-1%,7%,11%,-2%,-1%,3%

(17) O=C(CN1C(=O)C2CCCCC2C1=O)OCC(=O)c1ccc(Cl)s1 (centres undefined)
(18) Cc1ccc(Cn2c(C(=O)O)cc3sccc32)cc1
(19) COc1ccc(C(=O)c2no[n+]([O-])c2C(=O)c2ccc(OC)cc2)cc1
(20) CC1CCN(CC(O)COc2ccc(F)cc2)CC1 (centres undefined)
(21) COCCNC(=O)/C(C#N)=C/c1c(N2CCCCCC2)nc2c(C)cccn2c1=O
(22) CCNc1nc(SCC(=O)OC)nc(N(C)C)n1
(23) COc1ccc(OC)c(-c2csc(N(C)C(=O)Cc3ccccc3)n2)c1
(24) CN(C(=O)C1CCOC1)c1nnc(-c2cccnc2)s1 (centres undefined)
Assay by compound,17,18,19,20,21,22,23,24
PTAP TSG101 blk,-1%,-7%,12%,-1%,-2%,-2%,0%,-6%
AT treatment,2%,-4%,-5%,10%,3%,0%,4%,-5%
Eya2 inh,-23%,1%,-3%,-25%,-5%,-2%,-2%,4%
TSHR antagonist,-9,5,-4,19,-4,-6,-4,1
TCR act,-2%,10%,-3%,11%,-1%,2%,7%,0%
a7 integrin act,-7%,-2%,-42%[inhibitor],25%,0%,16%,?,?
Tb PFK block,-2%,7%,6%,-5%,3%,-2%,-10%,-2%
Mito fusion yeast,-3%,13%,-2%,0%,0%,16%,?,-1%
BCR signal inh,4%,?,-6%,19%,?,?,?,13%
ELG1 DNA repair,-17%,-7%,4%,6%,-9%,?,?,?
S-ASM inh,6%,4%,-6%,2%,118%[activator],2%,0%,6%

Molecules above with two or more sulfur atoms, in the order listed:
(1) O=C1CC(NS(=O)(=O)c2cccs2)CN1c1cccc(F)c1 (centres undefined)
(13) CCN1CCc2c(sc(NC(=O)c3ccc(S(=O)(=O)N4CCOCC4)cc3)c2C(N)=O)C1
Assay by compound,1,13
PTAP TSG101 blk,-3%,1%
AT treatment,3%,24%
Eya2 inh,-10%,-2%
TSHR antagonist,2,1
TCR act,-3%,2%
a7 integrin act,6%,-5%
Tb PFK block,-7%,-10%
Mito fusion yeast,2%,1%
BCR signal inh,5%,8%
ELG1 DNA repair,14%,-2%
S-ASM inh,1%,11%

(cont.)
(25) COc1ccc(NC(=O)CSc2cc(C)nc3c(-c4ccccc4)cnn23)cc1
(26) O=C(COc1ccc(Br)cc1)NCCN1CCCC1
(27) CC(=O)NC(C(=O)c1ccccc1)C(=O)c1ccccc1
(28) C/C(=N\Nc1cccc(Cl)c1)c1ccc(-n2ccnc2)cc1
(29) CCN(CC)S(=O)(=O)c1cccc(C(=O)Nc2nncs2)c1
(30) COC(=O)c1ccc(-c2ccco2)n1Cc1ccccc1Cl
(31) O=C(CSc1ccc2c(c1)OCCO2)NCC1CCCO1 (centres undefined)
(32) COC(=O)c1ccc(NC(=S)N2CCN(CCO)CC2)cc1
(33) CCOc1ccc(-c2nc(C)c(C(C)=O)n2O)cc1
Assay by compound,25,26,27,28,29,30,31,32,33
PTAP TSG101 blk,2%,-4%,-4%,-5%,-4%,-3%,-3%,-5%,-2%
AT treatment,-9%,19%,3%,-8%,10%,nt,5%,0%,10%
Eya2 inh,-10%,-4%,2%,6%,22%,-9%,16%[15.4 µM],1%,16%
TSHR antagonist,3,1,10,9,-12,-33,0,10,28
TCR act,-1%,15%,0%[46.1 µM],-4%[46.1 µM],nt,0%,7%,6%,-2%
a7 integrin act,1%,9%,-1%,-14%,10%[7.66 µM],5%,5%,-5%,4%
Tb PFK block,5%,2%,-5%,10%,-2%,1%,-5%,-2%,-11%
Mito fusion yeast,3%,4%,-20%,9%,7%,1%,1%,-2%,4%
BCR signal inh,0%,-1%,2%,0%,5%,-1%,-6%,-6%,?
ELG1 DNA repair,-3%,?,-5%,-28%,-21%,10%,12%,-3%,?
S-ASM inh,-3%,-1%,-1%,-1%,2%,0%,4%,7%,-3%
